Source: PubChem (National Center for Advancing Translational Sciences (NCATS))
Pol kappa inh: DNA polymerase kappa (human) inhibition; purified Pol kappa, fluorescent DNA synthesis assay, 10 min; 400,000 tested, 0.53% active; Potency, µM (series often up to 107 µM), without a hit: top-dose activity, negative = inhibition, actives largely listed as inhibitors; note: % is set by controls: 0 for no effect and ±100 for the full control effect
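Fluorescent qHTS in 1536-well format: enzyme (10 nM) and compound sat 15 min at room temperature before 50 nM substrate (final) was added. Signal taken at 0 and 10 min; no-enzyme buffer wells were negative controls.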
POLI inh: blocks human DNA polymerase iota activity. 390,000 tested, 1% active. Potency, µM (doses to about 115 µM), inactives show at the top dose activity, negative = inhibition, most hits filed as inhibitors. Q9UNA4. AID 588590. Pol iota fluorescent replication assay, 10 min
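Pol iota at 10 nM preincubated 15 min with compounds at room temperature; reaction started with fluorescent substrate, 50 nM final. Fluorescence read kinetically at 0 and 10 min; buffer-only wells as negative control.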
G9a inh: G9a (human) methyltransferase inhibition; 350,000 tested, 8.8% active; G9a H3K9 monomethylation, AlphaScreen, 2 h; Potency, µM (series often up to 102 µM), for the others: at the top dose activity, negative = inhibition, hits mostly inhibitors; Q96KQ7; note: % is set by controls: 0 for no effect and ±100 for the full control effect; nearly all actives have a fitted effect of over 75% in size
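Readings reflect AlphaScreen signal from monomethyl-H3K9 antibody detection. HMT at 20 nM; substrate b-H3K9 500 nM; cofactor SAM 20 uM; 2 h RT reaction; compounds tested as titrations in qHTS with 15 min preincubation.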
JMJD2A Tudor: blocks the human JMJD2A Tudor domain; O75164; AlphaScreen JMJD2A-Tudor / H3K4me3 peptide binding; Potency, µM (top dose mostly 114 µM), inactives show at the highest dose activity change, negative = inhibition, actives largely listed as inhibitors; 390,000 tested, 4.4% active; AID 504339; note: % is set by controls: 0 for no effect and ±100 for the full control effect; nearly all actives have a fitted effect of over 50% in size
Target sequence (O75164 whole entry, looked up, the tested form may be a part): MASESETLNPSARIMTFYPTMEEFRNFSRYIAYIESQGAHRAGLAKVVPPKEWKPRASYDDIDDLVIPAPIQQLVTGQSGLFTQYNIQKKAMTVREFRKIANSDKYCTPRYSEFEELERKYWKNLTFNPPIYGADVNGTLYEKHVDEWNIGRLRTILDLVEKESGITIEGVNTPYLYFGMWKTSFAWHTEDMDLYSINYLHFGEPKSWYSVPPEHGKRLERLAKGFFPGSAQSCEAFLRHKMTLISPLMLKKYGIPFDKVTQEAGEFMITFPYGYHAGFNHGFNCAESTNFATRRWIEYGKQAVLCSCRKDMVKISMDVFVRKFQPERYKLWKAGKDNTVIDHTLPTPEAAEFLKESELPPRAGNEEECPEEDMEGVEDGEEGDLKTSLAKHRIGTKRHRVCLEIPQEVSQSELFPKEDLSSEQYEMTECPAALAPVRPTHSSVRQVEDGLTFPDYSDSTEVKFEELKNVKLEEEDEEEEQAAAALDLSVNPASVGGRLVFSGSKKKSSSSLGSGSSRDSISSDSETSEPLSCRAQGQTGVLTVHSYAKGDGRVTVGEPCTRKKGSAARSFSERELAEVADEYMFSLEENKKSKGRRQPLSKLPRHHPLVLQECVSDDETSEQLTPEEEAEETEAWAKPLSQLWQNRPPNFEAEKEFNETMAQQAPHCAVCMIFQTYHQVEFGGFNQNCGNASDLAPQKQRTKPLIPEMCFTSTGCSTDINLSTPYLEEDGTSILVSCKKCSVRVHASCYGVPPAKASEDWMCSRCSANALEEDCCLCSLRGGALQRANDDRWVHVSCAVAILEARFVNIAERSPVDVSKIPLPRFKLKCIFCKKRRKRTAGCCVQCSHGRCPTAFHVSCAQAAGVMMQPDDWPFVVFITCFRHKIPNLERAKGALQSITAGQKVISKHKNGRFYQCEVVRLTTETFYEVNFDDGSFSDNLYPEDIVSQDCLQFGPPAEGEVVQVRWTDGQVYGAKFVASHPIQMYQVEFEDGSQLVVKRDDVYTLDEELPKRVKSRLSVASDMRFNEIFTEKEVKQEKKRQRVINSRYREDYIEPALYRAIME
BLM helicase inh: blocks DNA unwinding by human BLM helicase; 350,000 tested, 0.2% active; P54132; Potency, µM (series often up to 56.1 µM), for the others: top-dose activity change, negative = inhibition, most hits filed as inhibitors; AID 2528; recombinant BLM DNA unwinding, fluorescence dequenching;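 note: plate controls were vehicle for no effect and no enzyme for full effect; nearly all actives have a fitted effect of over 35% in size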
POLH inh: DNA polymerase eta (human) inhibition | Q9Y253 | recombinant Pol eta, fluorescent DNA replication assay | Potency, µM (doses to about 114 µM), for the others: at the highest dose activity change, negative = inhibition, usual class: inhibitors | 390,000 tested, 1.2% active | AID 588591; note: % is set by controls: 0 for no effect and ±100 for the full control effect
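Fluorescent replication assay: 50 nM final substrate added after a 15 min room-temperature compound preincubation with 10 nM enzyme. Signal taken at 0 min and again at 10 min.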
BAZ2B block: inhibitors of human BAZ2B bromodomain. Q9UIF8. AlphaScreen BAZ2B-H3K14Ac peptide displacement. Potency, µM (highest dose often 114 µM), for inactives: at the top dose activity change, negative = inhibition, hits mostly inhibitors. 360,000 tested, 4.4% active. AID 504333; note: % is set by controls: 0 for no effect and ±100 for the full control effect; nearly all actives have a fitted effect of over 60% in size
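Compounds, titrated to a top concentration of 110 uM, were incubated 30 min at room temperature with preformed BAZ2B/acetyl-K14 H3 peptide complex (50 nM each). Proximity signal was measured by AlphaScreen after 20 min with beads.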
POLB inh: DNA polymerase beta (human) inhibition | P06746 | Pol beta primer extension/strand displacement, fluorescence kinetic | Potency, µM (series often up to 114 µM), inactives show top-dose activity change, negative = inhibition, hits mostly inhibitors | 340,000 tested, 1.3% active; note: % is set by controls: 0 for no effect and ±100 for the full control effect
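Values derive from four-parameter Hill fits of normalized kinetic data: reads at 0 and 10 min following addition of 50 nM substrate to 10 nM Pol beta preincubated 15 min with compound.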
APE1 inh: APE1 (human) endonuclease inhibition | 350,000 tested, 0.35% active | P27695 | Potency, µM (series often up to 65.8 µM), for the others: at the top dose activity change, negative = inhibition, hits mostly inhibitors | AID 2517 | recombinant APE1, TAMRA/BHQ-2 abasic DNA cleavage fluorescence;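 note: plate controls were vehicle for no effect and reference inhibitor for full effect; nearly all actives have a fitted effect of over 55% in size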
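Activity was derived from the fluorescence gain between first and third kinetic reads (60 s intervals, ex 525/em 598 nm) after 50 nM THF-abasic TAMRA/BHQ-2 duplex was added to 0.75 nM APE1 preincubated 15 min with compound.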
* = called active by the depositor; ? = inconclusive; nt = not tested or not shown; [ ] = remark or other dose. Calls come from the whole dose curve; as a rule, active = well fitted curve in the direction sought with a large enough effect; inconclusive = small, poorly fitted or top-dose-only effect, or another doubt; inactive = no such curve, though single readings can be large; an effect the other way counts as inactive or inconclusive. Potency is the fitted concentration of half-maximal effect.

SMILES	Pol kappa inh	POLI inh	G9a inh	JMJD2A Tudor	BLM helicase inh	POLH inh	BAZ2B block	POLB inh	APE1 inh
NC(=O)c1ccc(-n2nnnc2Oc2ccccc2)cc1	-3%	15%	8%[12.7 µM]	?	0%	-12%	5%	3%	-2%
Cc1ccc(NC(=O)CNC(C)c2ccccc2)cc1 (stereo not given)	4%	23%	18%	5%	0%	-9%	6%	32%	-1%
CC1(C)CC(CCC(=O)Nc2ccc(S(N)(=O)=O)cc2)C(=O)O1 (stereo not given)	-2%	-4%	14%	-19%	1%	-12%	-2%	-1%	5%
COC(=O)c1ccc(C2/C(=C(/O)c3ccc4c(c3)CC(C)O4)C(=O)C(=O)N2Cc2cccnc2)cc1 (stereo not given)	-7%	14%	71µM*	?	0%	-14%	-8%[57.1 µM]	3%	5%
CN(C)S(=O)(=O)c1ccc(C(=O)Nc2ccc3ncccc3c2)cc1	4%	46%[activator]	nt	-18%	2%	-12%	-1%	31%	6%
COc1ccc(-c2csc(NC(=O)CN3C(=O)C4CCCCC4C3=O)n2)cc1OC (stereo not given)	-5%	25%	-11%	-35%	-6%	-12%	?	6%	-9%
O=C(COc1ccc(Br)cc1Cl)N1CCN(c2ccccn2)CC1	-18%	56%[activator]	18%	-9%	-3%	-22%	-20%	5%	18%
COc1ccc(C(=O)NNC2CC(=O)N(Cc3ccccc3)C2=O)cc1OC (stereo not given)	-20%	1%	18%[59 µM]	-3%	5%	-12%	-3%	16%	0%
COc1ccc(OCc2ccc(-c3nc(C#N)c(NC(C)c4ccccc4)o3)o2)cc1 (stereo not given)	5%	8%	0%[59 µM]	-32%	-10%	10%	-14%	1%	nt
CCCSc1cc(Cl)nc(N)n1	-3%	16%	1%	10%	1%	-16%	-2%	-6%	2%
Cn1c(CNC2CCCCC2)nc2ccccc21	2%	34%[activator]	-2%	-3%	0%	-6%	-20%	-9%	4%
O=C(Cc1cccc2ccccc12)Nc1nnc(-c2cccc([N+](=O)[O-])c2)s1	-12%	0%	?	-14%	2%	-6%	-10%	12%	15%
CC(C)NC(=O)N(Cc1ccc(Cl)cc1)Cc1cccs1	-10%	44%[activator]	36%	-5%	-5%	-21%	5%	-1%	-13%
COc1ccc(CCNC(=O)Cn2c(=O)n(CC3CCCO3)c(=O)c3ccccc32)cc1OC (stereo not given)	-8%	1%	9%	-7%	1%	-4%	4%	-12%	-5%
CC(=O)N1CCC(=NNc2ncc(C(F)(F)F)cc2Cl)CC1	-1%	146%[activator]	-18%	-22%[57.1 µM]	-1%	-24%	35µM*	-27%	-12%
CN1C(C(=O)Nc2ccc(F)cc2F)=CC(c2ccc3c(c2)OCO3)=NS1(=O)=O	4%	134%[activator]	-35%[59 µM]	-17%	-4%	-18%	2%	21%	nt
O=C(NCc1ccon1)C1CCC(=O)N(Cc2cccc(C(F)(F)F)c2)C1 (stereo not given)	12%	25%	-1%[59 µM]	-14%	-2%	-11%	-17%	1%	70%
CCOC(=O)N1CCC(NC(=O)c2ccc(CS(=O)c3cccc(Cl)c3)o2)CC1 (stereo not given)	-15%	-28%	5%	-5%	-1%	-9%	-24%	0%	9%
Cc1ccc(N2C(=O)CSC23C(=O)Nc2ccccc23)cc1F (stereo not given)	7%	39%[activator]	-3%[59 µM]	-13%	2%	-16%	-17%	8%	nt
COc1ccc(CNC(=O)c2cccnc2)cc1	5%	?	-2%	-10%	-9%	-8%	-13%	46%	25%
O=C(NCc1ccc(Cl)cc1)c1cnn2ccccc12	14%	4%	-51%	-8%	-5%	-3%	-5%	15%	-11%
COc1cc(NC(=O)C2CCN(S(=O)(=O)c3ccc4c(c3)CCCC(=O)N4)CC2)cc(OC)c1	-3%	46%[activator]	-29%[59 µM]	-10%	2%	-13%	5%[57.1 µM]	12%	nt
O=C(Oc1ccc(NC2=NS(=O)(=O)c3ccccc32)cc1)c1cccnc1	7%	-1%	5%	-6%	-10%	-29%	1%	-4%	1%
Cn1cc(C(=O)NCc2ccccc2)c(=O)c2cc(S(=O)(=O)N3CCOCC3)ccc21	-4%	8%	2%[59 µM]	?	2%	-14%	nt	-9%	nt
COc1cc(CO)cc(Br)c1OCC(=O)N1CCCCC1	1%	-5%	1%[59 µM]	-22%	1%	4%	nt	6%	0%
COc1cccc(NC(=O)c2nc3ncccn3n2)c1	-7%	13%	12%[59 µM]	-5%	0%	-5%	1%	1%	2%
CC(C)C[C@H](NC(=O)OC(C)(C)C)c1nnc(SCc2ccccc2)o1	-10%	-6%	?	5%	-13%	-9%	7%	-25%	-2%
CCOC(=O)C1=C(COC(=O)c2cc(S(=O)(=O)N(C)C)ccc2C)NC(=O)NC1C (stereo not given)	-10%	3%	-2%[12.7 µM]	-5%	nt	-7%	10%	nt	2%
CC(=O)n1cc(/C=N/NC(=O)c2sc(C)nc2C)c2ccccc21	?	11µM*	27%	-13%	-2%	-12%	-28%[57.1 µM]	18µM*	-3%
COc1ccc(S(=O)(=O)Nc2cc3c4c(c2)CCN4C(=O)CC3)cc1	-3%	13%	-34%	-7%	nt	-5%	-1%	nt	-10%
O=C(c1ccc(COc2ccc(Cl)cc2Cl)o1)N1CCCC1	-8%	13%	nt	-14%	-5%	-6%	-13%	13%	5%
CC1=C(C(=O)OCC2CCCO2)C(c2ccsc2)C2=C(CC(C)(C)CC2=O)N1 (stereo not given)	-9%	-6%	1%	-4%	-3%	-15%	15%	-10%	?
COc1ccc([C@H]2CC(=O)C=C(c3ccc4ncccc4c3)C2)cc1	-10%	-24%	0%[0.501 µM]	-23%	nt	-4%	1%	nt	-3%
C/C(=N\NS(=O)(=O)c1ccc(C(C)(C)C)cc1)c1ccccc1	0%	1%	?	-12%	-11%	-12%	?	3%	-18%
CC(C)(C)NCc1cc(Cl)ccc1OCc1ccccc1F	-7%	65%[activator]	-10%	-15%	5%	-24%	-10%	8%	2%
COc1cccc(NC(=S)N2CCC(NC(=O)c3ccco3)CC2)c1	2%	154%[activator]	6%	-3%[57.1 µM]	-2%	-1%	-10%	38%	-11%
Cn1c(=O)c(CCc2ccccc2)nc2cnc(OCc3ccccc3)nc21	-4%[60.1 µM]	nt	8%[0.501 µM]	nt	-5%	nt	nt	nt	-1%
COc1ccc(NC(=O)C(=O)Nc2cccc3cccnc23)cc1OC	-16%	?	nt	-19%	-1%	-3%	-7%	?	-16%
O=C(CN1C(=O)C2CCCCC2C1=O)Nc1ccc(S(=O)(=O)Nc2ncccn2)cc1 (stereo not given)	-9%	-22%	?	3%	0%	-3%	-24%	9%	-4%
CCOc1ccc(S(=O)(=O)N2CCC(C(=O)N3CCCCCC3)CC2)cc1C	-15%	1%	32%	-8%	-2%	0%	-20%	-3%	-2%
COc1cc2c(cc1NC(=O)c1cc(-c3cccnc3)nc3ccc(C)cc13)oc1ccccc12	-15%	4%	4%	-24%	-1%	-6%	-21%	0%	2%
CC(C)(C)c1ccc(-c2nnc(N)s2)cc1	-3%	26%	nt	-14%	-3%	-21%	4%	20%	18%
CCOC(=O)c1cc(C)n(CC2CCC(C(=O)Nc3cccc(Cl)c3)CC2)c1C (stereo not given)	-4%[60.1 µM]	?	-11%[59 µM]	-21%	-7%	-12%	-1%	6%	nt
COc1ccccc1C(=O)NCCC(=O)N1CCN(c2ccc(C(F)(F)F)cn2)CC1	3%	14%	8%	-7%	nt	-12%	-4%	nt	-4%
COC(=O)c1cccc(C(=O)Nc2ccc(C)cc2)n1	-5%	31%[activator]	-7%	13%	-1%	-6%	4%	49%	-1%
CC1CCN(C(=O)CSc2nc(C(C)C)nc3c2c(=O)n(C)c(=O)n3C)CC1	8%	17%	13%	-11%	-4%	-25%	-17%	5%	16%
COc1ccccc1-c1cnnc(N/N=C/c2ccc(-c3cccc(Br)c3)o2)n1	-6%	-3%	8%[59 µM]	-34%	-2%	-7%	-28%	19%	-2%
O=C(CN(CC1CCCO1)C(=O)CNS(=O)(=O)c1ccc(Cl)cc1)NCc1ccc(F)cc1 (stereo not given)	-4%	148%[activator]	-3%	-8%	1%	-22%	-2%	11%	28%
CCCSc1ncc(Cl)c(C(=O)Nc2nc3ccc(C)cc3s2)n1	-2%	22%	8%[59 µM]	-2%	1%	nt	-3%	-1%	nt
CCN(CC(=O)Nc1ccccc1C(F)(F)F)C(=O)c1cc(-c2cccs2)nn1-c1ccccc1	-6%	23%	nt	-14%	-7%	-8%	0%	13%	-9%
Cn1cc(S(=O)(=O)N2CCCCCC2)cc1C(=O)NCc1ccc(Cl)cc1	-11%[60.1 µM]	-7%	-1%[59 µM]	-18%	-15%	?	-7%	6%	nt
COc1ccc(NC(=O)c2oc3ccccc3c2NC(=O)c2cc(=O)c3ccccc3o2)cc1	9%	36%[activator]	-3%[59 µM]	-14%	-6%	-14%	-3%	8%	nt
COc1ccc(C2CCCN2C(=S)Nc2cccc(Cl)c2C)cc1OC (stereo not given)	-3%	20%	-47%	-22%	-9%	-18%	-35%	18%	-22%
CCC(=O)Nc1cc2c(cc1C(=O)c1ccccc1)OCCO2	-7%	11%	0%	-18%	-5%	-8%	4%[57.1 µM]	79µM*	-1%
O=C1CN(C(=O)/C=C/c2ccc(Cl)cc2Cl)CCN1	-3%	-14%	49%[activator]	5%	0%	-3%	-13%	3%	14%

Shown comma-delimited: entries from further up.
mol,Pol kappa inh,POLI inh,G9a inh,JMJD2A Tudor,BLM helicase inh,POLH inh,BAZ2B block,POLB inh,APE1 inh
COc1cc2c(cc1NC(=O)c1cc(-c3cccnc3)nc3ccc(C)cc13)oc1ccccc12,-15%,4%,4%,-24%,-1%,-6%,-21%,0%,2%
CCOC(=O)C1=C(COC(=O)c2cc(S(=O)(=O)N(C)C)ccc2C)NC(=O)NC1C (stereo not given),-10%,3%,-2%[12.7 µM],-5%,nt,-7%,10%,nt,2%
COc1ccc(NC(=O)c2oc3ccccc3c2NC(=O)c2cc(=O)c3ccccc3o2)cc1,9%,36%[activator],-3%[59 µM],-14%,-6%,-14%,-3%,8%,nt
COc1ccc(C2CCCN2C(=S)Nc2cccc(Cl)c2C)cc1OC (stereo not given),-3%,20%,-47%,-22%,-9%,-18%,-35%,18%,-22%
Cn1cc(S(=O)(=O)N2CCCCCC2)cc1C(=O)NCc1ccc(Cl)cc1,-11%[60.1 µM],-7%,-1%[59 µM],-18%,-15%,?,-7%,6%,nt
CC1=C(C(=O)OCC2CCCO2)C(c2ccsc2)C2=C(CC(C)(C)CC2=O)N1 (stereo not given),-9%,-6%,1%,-4%,-3%,-15%,15%,-10%,?

A portion of the library; rates above refer to the full screens.
